ERAP1 HTS inh – human ERAP1 aminopeptidase inhibitors, primary screen, biochemical, single point, plate reader | Endoplasmic reticulum aminopeptidase 1 (Homo sapiens), Q9NZ08 | recombinant ERAP1, Leu-AMC fluorescence, 60 min | inhibition, % at 10.7 µM | hit rate 0.15% among 340,000 | AID 652197, 2013;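 active = mean replicate inhibition of at least 30%, or all replicates individually reaching that 30% level; inactive = mean below 30% and not every replicate reaching it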;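 note: 0% = neutral control wells and 100% = L-leucinethiol positive control wells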
ERp5 block – inhibitors of ERp5-driven insulin aggregation, primary screen, biochemical, turbidity, absorbance 650 nm, single point. Protein disulfide-isomerase A6 (Homo sapiens), Q15084. 90 min. inhibition, % at 9.99 µM. hit rate 0.05% among 350,000. AID 651711, 2012;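 active = mean replicate inhibition above about 25%, with every replicate also reaching it, limit read from the data, passing the limit was not always enough; inconclusive = only one of those two criteria met; inactive = neither criterion met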
Target sequence (Q15084 whole entry, looked up): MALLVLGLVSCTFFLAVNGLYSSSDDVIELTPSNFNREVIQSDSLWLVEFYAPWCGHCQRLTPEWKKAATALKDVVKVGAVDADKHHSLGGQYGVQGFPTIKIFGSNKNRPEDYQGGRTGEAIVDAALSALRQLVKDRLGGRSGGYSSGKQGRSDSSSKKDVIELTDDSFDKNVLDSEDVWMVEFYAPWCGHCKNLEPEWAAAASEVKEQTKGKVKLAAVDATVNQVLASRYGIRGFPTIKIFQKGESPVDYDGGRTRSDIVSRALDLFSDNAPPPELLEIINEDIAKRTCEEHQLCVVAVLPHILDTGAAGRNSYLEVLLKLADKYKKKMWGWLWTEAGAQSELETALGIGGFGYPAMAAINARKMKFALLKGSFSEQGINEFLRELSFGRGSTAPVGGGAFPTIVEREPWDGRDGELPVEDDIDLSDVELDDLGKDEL
CASP6 VEID inh – human caspase-6 inhibitors, primary screen, biochemical, VEID-R110 fluorescence, single point, set 2 | inhibition, % at 12.5 µM | hit rate 0.53% among 350,000 | AID 686996, 2013 | purified caspase-6, Z-VEID-R110 cleavage fluorescence;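 active = mean inhibition across replicates at least about 35%, with every replicate also reaching that limit, limit read from the data; inconclusive = only one of the two criteria met; inactive = neither criterion met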;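 note: 0% = median of neutral control wells and 100% = no fluorescence left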
Target sequence (P55212 24-179 limits assumed): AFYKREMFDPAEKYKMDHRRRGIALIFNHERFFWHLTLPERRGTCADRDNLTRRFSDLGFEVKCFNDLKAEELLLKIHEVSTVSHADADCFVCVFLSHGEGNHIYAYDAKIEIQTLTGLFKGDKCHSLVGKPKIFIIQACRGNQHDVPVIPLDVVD
Target sequence (P55212 194-293 limits assumed): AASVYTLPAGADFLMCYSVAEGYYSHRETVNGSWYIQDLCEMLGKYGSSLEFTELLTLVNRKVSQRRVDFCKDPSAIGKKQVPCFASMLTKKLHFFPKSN
SIRT5 inh – SIRT5 desuccinylase inhibitors, primary screen, biochemical, fluorescence imaging, single point, set 5. NAD-dependent protein deacylase sirtuin-5, mitochondrial (Homo sapiens), Q9NXA8. Purified SirT5, succinyl-peptide AMC, trypsin-coupled fluorescence. inhibition, % at 15 µM. hit rate 1.1% among 330,000; in the data active = inhibition above about 15%; inconclusive = no clear call, values can overlap the other calls
Target sequence (Q9NXA8 whole entry, looked up): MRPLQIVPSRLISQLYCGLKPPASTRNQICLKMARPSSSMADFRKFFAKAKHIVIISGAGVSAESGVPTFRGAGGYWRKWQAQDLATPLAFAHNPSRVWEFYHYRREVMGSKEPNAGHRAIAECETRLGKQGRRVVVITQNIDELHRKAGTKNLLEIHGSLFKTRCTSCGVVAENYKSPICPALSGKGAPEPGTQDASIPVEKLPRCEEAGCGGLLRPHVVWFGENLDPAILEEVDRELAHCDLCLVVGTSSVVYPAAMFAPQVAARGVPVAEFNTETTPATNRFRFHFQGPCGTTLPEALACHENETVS
F508del corr – F508del CFTR correction, initial screen, CFBE line, single point. AID 720511, 2013. CFBE cells, YFP halide quenching; stimulated with forskolin plus potentiator P3; % fluorescence drop versus neutral controls. activity (quench increase), % at 7.58 µM. hit rate 0.36% among 350,000;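 active = mean added fluorescence quench of at least 8% versus neutral control, with both replicates also reaching 8%; inconclusive = only one of the mean or replicate conditions met; inactive = mean below 8% and not both replicates reaching 8%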;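 note: cells transiently co-express mutant CFTR-F508del with the halide-sensitive YFP; corrector assay measuring rescue of mutant channel to the surface after 24 h compound exposure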
miR-122 sensor – miR-122 Renilla sensor signal increase in Huh7, primary screen, miR-122 inhibitor project, cell-based, single point, plate reader | activation (reporter increase), % at 12.5 µM | Huh7 miR-122 Renilla luciferase sensor, 48 h; neutral wells = 0, positive control = 100 | hit rate 0.3% among 340,000;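 active = mean replicate activation score at least 90 and every replicate individually at or above 90; inconclusive = only one of the two criteria met; inactive = neither criterion met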;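 note: higher luciferase means less miR-122 activity so hits act as miR-122 inhibitors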
DENV2 CPE – inhibitors of DENV2 cytopathic effect, primary screen, cell-based, plate reader, single concentration. DENV2-infected cells, cytopathic effect rescue. AID 651640, 2012. hit rate 1.7% among 350,000. CPE inhibition, % at 9.99 µM; in the data active = CPE inhibition above about 20%, passing the limit was not always enough; inconclusive = no clear call, values can overlap the other calls; tested in BHK-21 cells;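 note: 0% = median of neutral control wells and 100% = median of positive control wells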
* = called active by the depositor; u = inconclusive; x = not tested or not shown; [ ] = dose if it differs, or a comment. An unsorted share of the library; about 4% have a hit in one of these screens.

No.	smiles	ERAP1 HTS inh	ERp5 block	CASP6 VEID inh	SIRT5 inh	F508del corr	miR-122 sensor	DENV2 CPE
1	CCC(=O)N(C)C[C@@H]1Oc2ncc(C#CC(C)(C)O)cc2C(=O)N([C@H](C)CO)C[C@H]1C	1	7	2	-2	0.6	1[16.7 µM]	-2
2	CCC(CO)NC1=CC(=O)CCC1 (stereo not drawn)	1	1	-1	1	-0.6	x	2
3	CCC(C)(C)NC(=O)C(c1ccc(OC)cc1)N(Cc1ccccc1)C(=O)CCC(=O)Nc1cc(C)on1 (stereo not drawn)	1	1	1	0	-1.1	4	-4
4	CCn1cc(/C=C(\NC(=O)c2ccccc2Cl)C(=O)NCCN2CCOCC2)c2ccccc21	1	-5	0	-1	-1.7	-2	6
5	CCCC#Cc1ccc2c(c1)O[C@H](CN(C)C(=O)C1CC1)[C@H](C)CN([C@H](C)CO)S2(=O)=O	0	-2	1	-2	-4.4	-19[16.7 µM]	2
6	Cc1ccccc1-c1cc(C(=O)NCc2cccs2)n(CC2CC(c3cccnc3)=NO2)n1 (stereo not drawn)	-2	-8	0	-3	2.5	24	-4
7	COc1cc(S(=O)(=O)N(Cc2cccc(OC)c2OC)CC2CCCO2)ccc1-n1cnnn1 (stereo not drawn)	-2	0	0	4	3.3	8	-1
8	O=C(NCCc1ccccc1)C(=O)c1c[nH]c2ccccc12	-2	-3	1	-2	2.4	2	-7
9	Cc1ccc(Cn2cc(CN3CC(N(C)C)CS3(=O)=O)nn2)cc1 (stereo not drawn)	-2	0	-3	-1	0.3	x	23*
10	CC(C)NC(=O)N1[C@H](C(=O)N2CCC(Cc3ccccc3)CC2)[C@@H](CO)[C@@H]2Cn3c(cccc3=O)[C@@H]21	4	-3	0	7	-1.1	22[16.7 µM]	26*
11	COc1ccccc1N(Cc1cc(=O)[nH]c2ccccc12)C(=O)c1cccc([N+](=O)[O-])c1	-4	0	0	-3	0.8	4	2
12	COc1ccc(S(=O)(=O)N(C)C[C@H]2OCCCC[C@H](C)Oc3ccc(NC(=O)c4ccncc4)cc3C(=O)N([C@@H](C)CO)C[C@@H]2C)cc1	1	-2	2	3	-1.4	3[16.7 µM]	13
13	O=C(N[C@@H]1C[C@@H]2O[C@H](CO)CC[C@@H]2O[C@@H]1CCc1ccc(C#Cc2ccccc2)cc1)c1ccccn1	-2	5	2	5	0.9	x	3
14	O=C(CC[C@H]1O[C@@H](n2cnc3c(NC(=O)c4ccccc4)ncnc32)[C@H](O)[C@@H]1O)NCc1cccc2ccccc12	2	-3	1	-5	2.5	-6	u
15	COc1ccc(N2CCN(C(=O)c3ccccc3NS(=O)(=O)c3ccc(C)cc3)CC2)cc1	4	-1	1	0	-0.9	24	3
16	CCC(=O)N1C[C@@H]2[C@H](c3ccccc31)[C@H](CO)N2Cc1ccccc1Cl	-1	4	-1	2	3.7	-12[16.7 µM]	-7
17	CCCCCc1ccc(-c2cn(CN3C(=O)c4ccccc4C3=O)nn2)cc1	0	-4	-2	x	2.3	x	x
18	C[C@@H]1CN([C@@H](C)CO)C(=O)Cc2cc(NC(=O)Nc3cccc4ccccc34)ccc2O[C@@H]1CN(C)S(=O)(=O)c1ccc(Cl)cc1	-1	4	2	6	0.7	-9[16.7 µM]	8
19	O=C(Nc1cccnc1)c1ccc(CSc2ccc(Cl)cc2)o1	-6	3	0	x	-3.0	x	10
20	CNC(=O)C[C@@H]1C(=O)N(c2ccc(Br)cc2)CC1(C)C	13	1	2	-3	-4.3	-3	1
21	CC(C)(C)n1ncc2c(=O)n(CC(=O)N3CCCCC3)cnc21	-3	1	9	0	0.6	x	1
22	C[C@H](CO)N1C[C@H](C)[C@H](CN(C)Cc2ccc(C(F)(F)F)cc2)Oc2c(NC(=O)C3CCCCC3)cccc2C1=O	-2	-6	0	8	2.8	12[16.7 µM]	10
23	COc1ccc(S(=O)(=O)Nc2ccc3c(c2)C(=O)N([C@H](C)CO)C[C@H](C)[C@@H](CN(C)C(=O)c2ccncc2)OCCCC[C@H](C)O3)cc1	1	5	-2	-2	-0.9	-5[16.7 µM]	-1
24	Cc1ccc(C(=O)NNC(=O)c2ccncc2)cc1C	x	5	3	-1	-3.9	-1	2
25	Cc1cc(C(=O)O)ccc1[N+](=O)[O-]	0	7	-5	x	0.2	-4	-18
26	COc1ccccc1N(CC(=O)Nc1ccccc1C)S(C)(=O)=O	2	5	-3	-8	-0.2	x	-1
27	CCOC(=O)c1sc(=NC(=O)c2ccco2)n(C)c1C	-2	-1	7	-3	-1.4	x	-1
28	COc1ccc2c(c1)c(=Cc1ccc(N(C)C)cc1)c1cc(-c3ccccc3)[n+](C)n12	48*	4	7	2	-12	x	1
29	C[C@@H]1CN([C@@H](C)CO)C(=O)c2cc(NC(=O)CCC(F)(F)F)ccc2O[C@@H](C)CCCCO[C@H]1CN(C)S(=O)(=O)c1cccs1	4	5	10	6	1.5	11[16.7 µM]	-6
30	Nc1c(-c2ccccc2)nc2ncccn12	-2	5	-3	0	3.4	x	28*
31	Cc1cc(C(=O)Nc2ccc(OCc3ccccc3)cc2)c(C)o1	-3	1	x	-4	-2.5	-1	0
32	Cc1noc(C)c1NC(=O)N(C)C[C@@H]1Oc2ccc(NC(=O)C3CCCCC3)cc2CC(=O)N([C@@H](C)CO)C[C@@H]1C	1	-1	1	-6	2.2	-5[16.7 µM]	31*
33	C[C@H](CO)N1C[C@H](C)[C@@H](CN(C)C(=O)Nc2ccc(F)cc2)Oc2c(NC(=O)c3ccncc3)cccc2C1=O	2	-2	1	0	-3.0	2[16.7 µM]	u
34	CCC(=O)NC[C@@H]1[C@@H](c2ccc(-c3cccc(F)c3)cc2)[C@@H](CO)N1CC1CC1	2	-1	1	-2	1.3	x	-1
35	CN(Cc1cccs1)C(=O)c1ccc(Cl)c(S(=O)(=O)N2CCCCCC2)c1	2	7	0	-3	0.4	33	-5
36	CC1CCCCN1C(=O)C1CC(c2ccc(F)cc2)=NO1 (stereo not drawn)	-6	-1	-1	-4	0.4	-5	6
37	Cc1ccc(NS(=O)(=O)c2cccc(C(=O)NNC(=O)NC3CCCCC3)c2)c(C)c1	1	5	3	-1	x	7	4
38	O=C(C[C@H]1C[C@H]2c3cc(NC(=O)c4cccnc4)ccc3O[C@H]2[C@H](CO)O1)NCC1CC1	1	0	-6	-4	3.2	1[16.7 µM]	x
39	CO[C@@H]1CN(C)C(=O)c2ccc(NC(=O)c3ccc(F)cc3)cc2OC[C@H](C)N(C)C[C@@H]1C	0	2	0	-14	1.6	x	-2
40	Cc1ccc(S(=O)(=O)ON2C(=O)c3cccc4cccc(c34)C2=O)cc1	2	4	2	-2	-2.1	-1	-5
41	Cc1ccc(-c2nn(-c3ccccc3)c3[nH]c(=O)c(CNCc4ccccc4)cc23)cc1	7	4	0	0	3.7	-1	5
42	CC(C)NC(=O)N(C)C[C@H]1Oc2ccc(NC(=O)Nc3cccc4ccccc34)cc2C(=O)N([C@@H](C)CO)C[C@H]1C	-3	2	-1	4	3.1	4[16.7 µM]	8
43	Cc1cc(C)cc(-n2ncc3c2CCCC3NC(=O)CCN2Cc3ccccc3C2=O)c1 (stereo not drawn)	-2	10	1	-2	-2.5	0	4
44	CO[C@@H]1CN(C)C(=O)c2ccc(NC(=O)C3CC3)cc2OC[C@H](C)N(CCC(F)(F)F)C[C@H]1C	3	-2	4	-3	2.8	2[16.7 µM]	-12
45	COc1ccc(-c2cc(CNc3nc4cc(-c5ccccc5C)sc4c(=O)n3C)on2)cc1	0	-2	-1	-1	1.1	-3	1
46	O=C(CN1CCN(Cc2ccccc2)CC1)Nc1cccc(Cl)c1	-4	2	0	-1	-1.0	-5	0
47	CO[C@@H]1CC[C@H]2CCOc3ccc(C#N)cc3C(=O)N(C)C[C@H](C)C(=O)N(C)C[C@H]1O2	-1	9	4	-4	x	x	2
48	Cc1ccc(NC(=S)N(CCN(C)C)C(C)c2ccco2)c(C)c1 (stereo not drawn)	3	5	-1	-5	0.8	0	14
49	C[C@H](O)[C@@H]1CN2CCc3c([nH]c4ccccc34)[C@@H]2C[C@@H]1N(C)C(=S)NCCc1ccccc1	x	-3	-10	0	2.6	8	-17
50	CC=Cc1ccc2n(c1=O)C[C@@H]1[C@@H](CO)[C@H](C(=O)NCCC)[C@H]2N1CCC(F)(F)F (mixture of isomers)	0	7	-3	-18	-0.4	1[16.7 µM]	-7
51	O=c1[nH]c(=S)[nH]c2c1[C@H](C1CC1)O[C@H](CCc1ccccc1)C2	1	3	1	-9	-1.9	x	5
52	CCC(=O)N1[C@@H]2Cn3c(ccc(C4=CCCCC4)c3=O)[C@H]1[C@@H](C(=O)N[C@@H](C)c1ccccc1)[C@@H]2CO	0	4	1	-17	-1.2	0[16.7 µM]	7
53	COc1cccc(S(=O)(=O)N[C@H]2CC[C@@H](CCn3cc(-c4ccccc4OC)nn3)O[C@H]2CO)c1	0	6	2	-2	0.6	x	5
54	CC(=O)c1ccc(S(=O)(=O)NCc2ccc(C(=O)N(C)CC(=O)Nc3cccc(F)c3)cc2)cc1	0	5	1	-1	-1.6	-4	-2
55	Nc1ccc(C(=O)NC23CC4CC(CC(C4)C2)C3)cc1	-3	0	-1	2	-0.8	x	-5
56	COc1ccc(NS(=O)(=O)c2cc(N)ccc2N2CCCCC2)cc1	2	-2	-4	10	1.6	x	-2
57	Cc1ccc(Nc2c(O)nc[nH]c2=O)cc1C	-2	-1	0	-4	-2.5	-7	8
58	O=C(C1CCCCC1)N1CC(=O)N2[C@@H](CO)[C@H](c3ccc(C#Cc4cccc(F)c4)cc3)[C@@H]2C1	-2	-2	2	1	9.6*	x	15
59	O=C(C1CCCO1)N1CCN(C(=S)Nc2ccccc2Cl)CC1 (stereo not drawn)	9	-2	1	-5	x	x	1
60	Oc1ccccc1C=NCCN=Cc1ccccc1O	x	4	-44	-5	-2.9	-5	-4

Following part.
No.	smiles	ERAP1 HTS inh	ERp5 block	CASP6 VEID inh	SIRT5 inh	F508del corr	miR-122 sensor	DENV2 CPE
61	O=C(CSc1ccc2nnc(-c3cccnc3)n2n1)Nc1ccc(F)cc1	-2	2	-1	-2	-5.9	-1	2
62	Cc1noc(C)c1COc1cccc(C(=O)NCCc2c[nH]c3ccccc23)c1	-1	-1	-4	0	3.5	x	-2
63	COc1ccc2c3c(n(C)c2c1)[C@@H](CO)N(C(=O)C1CC1)CC31CCN(C(=O)c2ccncc2)CC1	2	-1	0	0	2.6	x	13
64	Cn1c(SCc2ccccn2)nnc1-c1ccccc1	7	-1	-2	-2	0.1	0	-4
65	Cc1noc(C)c1NC(=O)Nc1cccc2c1O[C@@H](CN(C)Cc1ccc(-c3ccccc3)cc1)[C@@H](C)CN([C@@H](C)CO)C2=O	-2	-8	0	3	-1.0	-2[16.7 µM]	u
66	CSC(=NS(=O)(=O)c1ccc(N)cc1)NS(=O)(=O)c1cccs1	-5	2	8	53*	x	-3	-10
67	CCOC(=O)Cn1cc(/C=C(\C#N)C(=O)N2CCOCC2)c2ccccc21	x	-2	0	0	-1.6	x	1
68	CC(=O)c1c(C)nc2ccc([N+](=O)[O-])cc2c1-c1ccccc1	1	-1	3	3	2.0	4	u
69	Cc1ccc(C(NC(=O)CN2C(=O)NC3(CCCC3)C2=O)c2ccccc2)cc1 (stereo not drawn)	0	-4	1	-2	-3.6	4	7
70	Cc1ccc(CNC(=O)CSc2ccc(-c3cccs3)nn2)cc1	1	-2	-2	x	1.1	-6	20*

Bioassay records as filed in PubChem BioAssay.
